Apaf1 inhib – inhibitors of human Apaf-1 apoptosome, primary screen, biochemical, DEVD-Rh110 fluorescence, uHTS; inhibition, % at 20 µM; 330,000 tested, 0.71% active; reconstituted apoptosome caspase-3 activity; active = inhibition of at least 40% at 20 µM;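 note: plate controls were DMSO wells for no effect and DEVD-CHO caspase inhibitor wells for full effect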
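System – cell-free apoptosome with Apaf-1, procaspase-3 and caspase-9 · Buffer or medium – pH 7.5 Hepes buffer with CHAPS, BSA, DTT · Also added – cytochrome c with DEVD-Rh110 · Times – 30 min compound preincubation, 50 min activation, room temperature · Technique – Rh110 fluorescence intensity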
SENP8 block-1 – human SENP8 protease inhibitors, primary screen, biochemical, fluorescence, Nedd8 protein substrate, uHTS | Sentrin-specific protease 8 (Homo sapiens), Q96LD8 | recombinant SENP8 | inhibition, % at 20 µM | 360,000 tested, 0.64% active | AID 602440, 2012; in the data active = inhibition mostly above about 40%, no sharp cut-off; inactive = mostly below about 27%
SENP6 inh – SENP6 protease inhibitors, primary screen, biochemical, luminescence, uHTS; Recombinant SENP6 catalytic domain, aminoluciferin luminescence; 330,000 tested, 1.8% active; inhibition, % at 10 µM;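 active = inhibition above about 50% at the single tested dose, limit read from the data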;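 note: plate controls were DMSO wells with enzyme for no effect and DMSO wells lacking enzyme for full effect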
Target sequence (Q9GZR1 628-1112 limits assumed): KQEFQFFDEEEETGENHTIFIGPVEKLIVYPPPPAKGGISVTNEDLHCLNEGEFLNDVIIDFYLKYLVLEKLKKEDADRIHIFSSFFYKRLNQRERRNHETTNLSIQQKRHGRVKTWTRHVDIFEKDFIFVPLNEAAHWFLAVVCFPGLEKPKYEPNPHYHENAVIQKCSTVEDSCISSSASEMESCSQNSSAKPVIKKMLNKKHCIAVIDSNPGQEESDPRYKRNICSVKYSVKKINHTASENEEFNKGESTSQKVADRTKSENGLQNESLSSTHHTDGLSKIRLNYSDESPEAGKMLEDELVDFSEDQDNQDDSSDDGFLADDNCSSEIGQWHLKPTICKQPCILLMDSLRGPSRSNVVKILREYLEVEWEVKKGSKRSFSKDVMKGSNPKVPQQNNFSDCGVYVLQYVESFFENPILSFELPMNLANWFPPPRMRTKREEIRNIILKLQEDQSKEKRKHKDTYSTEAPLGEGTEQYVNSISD
A3G deaminase – APOBEC3G DNA deaminase inhibitors, primary screen, biochemical, fluorescence, single-stranded DNA substrate, uHTS; 330,000 tested, 0.28% active; DNA dC->dU-editing enzyme APOBEC-3G (Homo sapiens), Q9HC16; inhibition, % at 20 µM; recombinant A3G, ssDNA deamination FAM/TAMRA fluorescence; AID 493012, 2011;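 active = inhibition of at least 40% at 20 µM, with no more than 30% in the related APOBEC3A deaminase screen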;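 note: plate controls were DMSO wells with A3G for no effect and wells lacking A3G enzyme for full effect; some compounds called inactive have numbers as strong as hits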
SENP1 FRET inh – human SENP1 catalytic domain inhibitors, primary screen, biochemical, FRET, uHTS; Sentrin-specific protease 1 (Homo sapiens), Q9P0U3; recombinant SENP1 catalytic domain, CyPet-SUMO1-YPet FRET cleavage; inhibition, % at 10 µM; 360,000 tested, 0.21% active; AID 624204, 2012;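 active = inhibition at least 30% at 10 µM, raw YFP signal under a set limit, fluorescence ratio 0.5 to 1.5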;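 note: 0% = enzyme with DMSO and 100% = no enzyme wells; some results filed as inactive read as strong as hits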
Target sequence (Q9P0U3 419-644 limits assumed): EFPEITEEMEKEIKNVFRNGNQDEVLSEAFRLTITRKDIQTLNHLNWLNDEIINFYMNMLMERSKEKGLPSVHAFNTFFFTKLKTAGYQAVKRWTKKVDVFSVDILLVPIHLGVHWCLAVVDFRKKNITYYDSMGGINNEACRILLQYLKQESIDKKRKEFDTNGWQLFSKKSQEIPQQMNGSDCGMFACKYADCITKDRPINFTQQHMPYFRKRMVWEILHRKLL
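Assay system – human recombinant His6-tagged SENP1 catalytic domain enzyme · Input – SENP1 enzyme, 20 pM final · Buffer or medium – Tris pH 8 buffer plus EDTA, NaCl, BME, BSA, NP40, catalase · Schedule – 50 min reaction at room temperature · Technique – FRET read of cyan and yellow fluorescence · Control set – no-enzyme wells low, DMSO-plus-enzyme wells high control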
SENP7 block – SENP7 protease inhibitors, primary screen, biochemical, luminescence, uHTS; Sentrin-specific protease 7 (Homo sapiens), Q9BQF6; recombinant SENP7, Z-RLRGG-aminoluciferin luminescence, 40 min; inhibition, % at 5 µM; 330,000 tested, 1.5% active;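 active = inhibition above about 50% at the single test dose, limit read from the data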;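 note: plate controls were DMSO with enzyme for no effect and no enzyme buffer wells for full effect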
UBC13 polyUb – UBC13 polyubiquitin chain formation inhibitors, primary screen, biochemical, TR-FRET, uHTS | inhibition, % at 20 µM | 330,000 tested, 0.47% active | Ubiquitin-conjugating enzyme E2 N (Homo sapiens), P61088; in the data active = inhibition above about 45%, passing the limit was not always enough; inconclusive = no clear call, values can overlap the other calls
Target sequence (P61088 whole entry, looked up): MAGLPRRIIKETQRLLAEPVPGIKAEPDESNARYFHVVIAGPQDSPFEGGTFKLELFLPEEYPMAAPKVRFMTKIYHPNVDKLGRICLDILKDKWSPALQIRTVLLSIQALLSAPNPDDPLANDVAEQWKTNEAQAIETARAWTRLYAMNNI
SENP8 block-2 – SENP8 protease inhibitors, primary screen, biochemical, luminescence | Sentrin-specific protease 8 (Homo sapiens), Q96LD8 | purified SENP8, Z-RLRGG-aminoluciferin cleavage | inhibition, % at 10 µM | 330,000 tested, 1.2% active | AID 2540, 2010; in the data active = inhibition above about 50%
Numbers without * were called inactive; i = inactive; ? = inconclusive; nt = not tested or not shown.

SMILES	Apaf1 inhib	SENP8 block-1	SENP6 inh	A3G deaminase	SENP1 FRET inh	SENP7 block	UBC13 polyUb	SENP8 block-2
O=C1CCC2c3ccc4ccccc4c3CCN12 (configuration not stated)	23	-20	4	-3	-17	1	-10	-16
Cc1ccc2c(c1)sc(C)[n+]2CCCS(=O)(=O)[O-]	5	9	4	-5	2	-1	-6	1
O=[N+]([O-])c1cccc(/C=N/N2CCN(Cc3ccc(Cl)cc3)CC2)c1	-4	20	-5	-8	2	-1	4	0
Cc1ccccc1OCC(=O)Nc1ccccc1N1CCCCC1	16	20	7	-2	0	0	9	6
CC(=O)N1CCN(c2nc(C)nc3sc4c(c23)CCC(C)C4)CC1 (configuration not stated)	6	26	-3	-3	-1	2	3	-2
O=C(O)/C=C/C(=O)NNC(=O)c1cccc(Br)c1	-4	-3	i	-9	-1	4	3	7
O=C(NCCc1nc2ccc(Cl)cc2[nH]1)C1CCC(=O)N(Cc2cccc(F)c2)C1 (configuration not stated)	-8	-4	-2	-5	-8	0	2	-3
CC(NC(=O)COC(=O)c1ccc(OCC2CCCO2)cc1)c1ccccc1Cl (configuration not stated)	7	18	19	-8	3	0	8	3
NS(=O)(=O)OCCCc1ccccc1	0	1	10	4	2	1	-6	-1
COc1ccc(CN(C)C(=O)c2cnc(C)cn2)c(OC)c1OC	3	13	-8	-1	0	-3	1	-1
Cc1ccc(NC(=O)/C(=C/C=C/c2ccccc2)NC(=O)c2ccccc2)cc1	17	22	-9	0	-3	9	-6	-3
COc1ccc(-c2cc(C(=O)N3CC(C)CC(C)C3)c3ccccc3n2)cc1 (configuration not stated)	18	-428	-1	11	2	5	14	-4
Cc1ccc(NC(=O)C2c3ccccc3Oc3ccccc32)nc1	12	3	-1	3	0	9	2	-4
O=C(CCc1ccccc1)Nc1cc2c(cc1Cl)OCCO2	10	1	4	-5	0	-4	22	-6
CCOc1ccc(NC(=S)NCCN2CCN(Cc3ccccc3)CC2)cc1	-3	13	6	-1	2	2	9	-3
COC(=O)C(CCSC)NC(=O)c1cn(-c2ccc(OC)cc2)c(=O)c2ccccc12 (configuration not stated)	-2	-28	-8	-8	1	1	4	0
O=C(Nc1nccs1)c1ccc(S(=O)(=O)NCc2cccs2)cc1	-9	24	-7	-1	-1	5	3	-7
N#Cc1c(N2CCCC(O)C2)nc(N)c2c(N)nc3c(c12)CC(=O)N3C12CC3CC(CC(C3)C1)C2 (configuration not stated)	98*	-303	96*	-3	-20	64*	-22	97*
Cc1cc(OC(=O)c2ccc(S(=O)(=O)N(C)C)cc2)c([N+](=O)[O-])c(=O)[nH]1	-14	14	-4	-8	1	-3	-4	-14
O=C(c1cc(-c2ccncc2)nc2ccccc12)N1CCN(c2ccccc2O)CC1	2	8	-9	-6	-1	-11	4	-12
CC(C)(C)n1cnnc1Sc1ncccc1[N+](=O)[O-]	1	11	-32	-1	-1	-4	-10	-5
CCc1ccc[n+](-c2[nH]c(=O)sc2/C=N/N=C(\N)[O-])c1	-5	24	1	-4	-1	2	-6	2
Cc1nc2cc(C(=O)O)ccc2s1	-13	12	-5	-6	0	-1	1	-8
CCCc1nc2sc3c(c2c(=O)n1NC(=O)CCC(=O)O)CCCC3	-5	25	11	-5	0	2	8	7
O=C(c1cccc(Cl)c1)N1CCC(C(=O)N2CCN(Cc3ccccc3)CC2)CC1	11	-4	-1	-10	-14	-4	0	1
Cc1nn(-c2ncc(C(F)(F)F)cc2Cl)c(=O)n1-c1cccc(Cl)c1	13	11	-13	-11	0	-7	-9	-7
O=C1CC2(CCN(C(=O)C3CC(=O)N(c4ccccc4)C3)CC2)Oc2ccccc21 (configuration not stated)	3	-93	-11	-5	-1	14	-3	-13
CCC(Sc1nnnn1C)C(=O)Nc1ccc(C(C)=O)cc1 (configuration not stated)	6	18	-10	18	2	-3	-9	-3
Cc1ccc2c(c1)c1c(n2CC(O)CN2CCC(C)CC2)CCCC1 (configuration not stated)	-22	17	-8	-8	3	4	14	2
O=C(Nc1cccnc1)c1cc2cc(Br)ccc2o1	2	5	91*	-4	-1	92*	4	85*
CC[N+](C)(CC)CCC(c1ccccc1)C1CCCCC1 (configuration not stated)	9	14	-2	10	2	0	6	-7
COc1ccc2oc(C(=O)Nc3nc4ccccc4[nH]3)c(C)c2c1	9	-305	78*	-2	1	93*	-1	58*
COc1ccc(Cc2nc3c4c(ncn3n2)Oc2c(ccc3ccccc23)C4c2ccc(OC)c(OC)c2)cc1 (configuration not stated)	10	-10	15	-13	1	-9	25	-8
CCCC/C(O)=C1\C(=O)CC(C)(C)CC1=Nc1ccc(OC)cc1	16	6	4	-2	0	-3	2	0
COc1ccc(/C=C2\SC(=O)N(CCC(=O)NC3CCS(=O)(=O)C3)C2=O)cc1 (configuration not stated)	-1	15	13	0	1	-3	-4	2
CCC(C)Nc1nc(N)c([N+](=O)[O-])c(NCc2ccccc2)n1 (configuration not stated)	13	20	-19	-3	2	2	2	1
O=C(NCc1ccncc1)c1cccc(F)c1	-15	-8	6	-1	-1	7	-1	3
Cc1ccc[n+](CC(=O)c2ccc(Br)cc2)c1	8	18	28	-9	1	5	-1	3
COC(=O)CCSCC(=O)N1N=C(c2ccc(Br)cc2)CC1c1cccc(OC)c1OC (configuration not stated)	17	3	-29	-3	2	2	0	-6
CC(CN1CCCCC1)OC(=O)c1ccc(Cl)cc1 (configuration not stated)	-1	13	-7	1	0	3	5	3

3 structures out of the list, ordered by molecular weight, ascending:
SMILES	Apaf1 inhib	SENP8 block-1	SENP6 inh	A3G deaminase	SENP1 FRET inh	SENP7 block	UBC13 polyUb	SENP8 block-2
CC(CN1CCCCC1)OC(=O)c1ccc(Cl)cc1 (configuration not stated)	-1	13	-7	1	0	3	5	3
O=C(Nc1cccnc1)c1cc2cc(Br)ccc2o1	2	5	91*	-4	-1	92*	4	85*
N#Cc1c(N2CCCC(O)C2)nc(N)c2c(N)nc3c(c12)CC(=O)N3C12CC3CC(CC(C3)C1)C2 (configuration not stated)	98*	-303	96*	-3	-20	64*	-22	97*

(next part)
SMILES	Apaf1 inhib	SENP8 block-1	SENP6 inh	A3G deaminase	SENP1 FRET inh	SENP7 block	UBC13 polyUb	SENP8 block-2
COCCCNC(=O)CCSc1ccc(Cl)cc1	0	18	0	-4	-2	0	7	-1
CN(C)CCNC(=O)COc1ccc(C23CC4CC(CC(C4)C2)C3)cc1	26	13	-12	-5	1	-3	37	-6
O=C(Nc1ccccc1-c1nnn(CC(=O)N2CCOCC2)n1)c1ccccc1F	-15	15	11	-5	0	-4	9	-3
COc1ccccc1N1CCN(C(=O)CSc2ncnc3scc(-c4ccccc4)c23)CC1	23	-5	3	3	-5	2	6	3
Cc1ccc(N(CC(=O)N2CCOCC2)S(C)(=O)=O)cc1Cl	-3	21	-13	-5	1	-9	8	1
COC(=O)C1CCN(C(=O)C(C)Oc2ccc(Cl)cc2Cl)CC1 (configuration not stated)	-4	9	11	1	2	-3	-14	3
COc1ccc(N2C(=O)CN=C2Nc2cccc(C)c2C)cc1OC	6	7	-21	-1	0	-5	-7	-2
CCOC(=O)c1cnn(-c2nc3c(C)cccc3s2)c1C(F)(F)F	16	-390	-11	-4	1	-4	?	3
S=C(Nc1ccccc1Cl)N1CCCC1	3	4	-15	-6	-1	-11	0	-5
COc1cc2cc(CN(CCCO)S(=O)(=O)c3ccccc3Cl)c(=O)[nH]c2cc1OC	-1	-275	-1	-2	2	6	-7	0
CCOC(=O)c1cc2cc3ccccc3cc2oc1=O	7	-66	13	0	6	7	-17	-5
CC(OC(=O)c1cc2sccc2n1C)C(=O)NCc1cccs1 (configuration not stated)	3	-3	9	-3	0	2	0	5
CCCn1c(SCc2cc(=O)oc3ccc4ccccc4c23)n[nH]c1=O	11	-291	18	-2	-79	12	-9	1
COc1ccc(CNC(=O)C(c2ccco2)N(Cc2ccccc2)C(=O)Cc2cccs2)cc1 (configuration not stated)	15	1	3	-5	-1	-4	4	3
O=C(CSc1ccc(-c2ccncc2)nn1)N1CCCCC1	-11	11	-6	-2	1	6	-4	-5
COCc1ccc(CN2CCc3c([nH]c4ccccc34)C2CC(C)C)o1 (configuration not stated)	-8	-125	12	-4	-39	9	2	4
O=C1/C(=C/c2cccnc2)N=C2CCCCCN12	0	-45	5	1	-1	0	2	-1
COc1cc(C(=O)N2CCC(O)(c3ccccc3)CC2)cc(OC)c1OC	1	4	18	1	0	-1	-2	1
Cc1cccc(-c2noc(CN(C(C)C)S(=O)(=O)c3ccc(F)cc3)n2)c1	26	13	5	5	-3	6	2	-1
Cn1c(=O)oc2cc(S(=O)(=O)N3CCN(C(=O)c4ccco4)CC3)ccc21	-2	3	8	-10	13	0	-9	-17
Cc1cc(SCC(=O)c2ccccc2)nc(=O)[nH]1	-9	-18	4	9	-30	3	-7	-9
COc1ccc(Nc2cc(Nc3ccccc3)ncn2)cc1	10	5	-16	-6	1	17	-7	-18
Cc1ccccc1Nc1c(-c2cccnc2)nc2ccc(Br)cn12	-2	-31	-2	-4	2	1	6	-1
COC(C(=O)Nc1ccc(S(=O)(=O)Nc2c(C)cccc2C)cc1)c1ccccc1 (configuration not stated)	11	16	4	1	2	0	-5	-15
O=C(c1ccc2c(=O)n3c(nc2c1)CCCCC3)N1CCCCC1	-5	14	-8	-7	0	1	4	-12
C/C(=N\Nc1nc2ccc(Cl)cc2o1)c1ccccc1	-6	12	-19	-9	-1	-6	18	-14
COc1ccc(-c2ocnc2C(=O)Nc2ccccc2N2CCCCC2)cc1	2	-146	-9	-4	2	5	21	8
COc1ccc(CNC(=O)CCC(=O)N2CC(C)Oc3ccccc32)cc1 (configuration not stated)	5	1	-12	4	-2	6	0	-10
COC(=O)c1cc(OC)c(OC)cc1NC(=S)Nc1cccc(Cl)c1	10	-353	-12	-6	0	0	16	-4
COc1ccc(C)cc1S(=O)(=O)NC1CCCCC1	4	23	8	-4	2	2	0	-6
CC1=C(C(=O)OC(C)C)C(c2c[nH]c3ccccc23)n2ncnc2N1 (configuration not stated)	-5	16	-17	-4	-1	-5	10	-2
O=C(COc1ccc(Cl)cc1)NC1CC1	-3	12	-7	0	1	-3	6	9
COc1ccc(CCNC(=O)CCN2C(=O)c3ccccc3C2=O)cc1OC	2	nt	17	9	nt	5	2	5
Cc1onc(-c2c(F)cccc2Cl)c1C(=O)NCc1ccc2c(c1)OCO2	2	-1	-7	-3	2	-1	-3	0
O=C(c1ccc2c(c1)N(Cc1ccccc1)CCS2)N1CCCCC1	12	-399	-6	-1	1	-3	28	-4
COc1ccc(CN2CCN(C(=O)c3ccc(S(=O)(=O)N4CCCCCC4)cc3)CC2)cc1	9	5	-3	-1	2	3	-2	-4
COc1ccc(-c2csc(NC(=O)CSC(C)C(=O)Nc3cc(C)on3)n2)cc1OC (configuration not stated)	-13	-7	20	-3	-1	6	-2	3

Source: PubChem BioAssay
